# High-throughput results (PubChem)
# PI4K2A block = blocks human PI4K2A kinase activity. Q9BTU6. purified PI4K2A, ADP-Glo luminescence, 1 h; stronger effect = lower value. activity change, negative = inhibition, % at 76.9 µM. 420,000 tested, 0.13% active. AID 1346378; in the data active = activity change below about -50%;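 also: -100% = wells without enzyme as full effect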
# Target sequence (Q9BTU6 whole entry, looked up): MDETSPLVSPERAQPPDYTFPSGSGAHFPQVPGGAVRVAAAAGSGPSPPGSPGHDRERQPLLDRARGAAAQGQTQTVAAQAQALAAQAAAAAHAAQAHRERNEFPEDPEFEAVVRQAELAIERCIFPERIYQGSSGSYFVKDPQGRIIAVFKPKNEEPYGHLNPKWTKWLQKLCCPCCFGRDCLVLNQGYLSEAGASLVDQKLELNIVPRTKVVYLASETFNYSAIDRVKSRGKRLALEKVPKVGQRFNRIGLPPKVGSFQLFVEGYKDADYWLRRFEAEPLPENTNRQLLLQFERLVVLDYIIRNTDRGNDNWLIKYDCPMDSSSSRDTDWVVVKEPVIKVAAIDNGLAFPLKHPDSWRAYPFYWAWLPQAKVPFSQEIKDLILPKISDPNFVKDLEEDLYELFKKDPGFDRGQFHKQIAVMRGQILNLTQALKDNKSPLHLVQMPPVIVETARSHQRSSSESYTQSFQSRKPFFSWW
#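 In this quantitative HTS, ADP production by PI4K2A was quantified luminescently after 1 h at ambient temperature; 100 microM adenosine served as plate-quality control.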
# * marks the source's active call; other numbers are inactive results. Only part of the results is shown (hit frequency here may not be typical).
# The first 6 compounds (preview)
PI4K2A block	structure
-1.2	CCN(C[C@H]1[C@@H](c2ccc(C3=CCCC3)cc2)[C@H](CO)N1c1nc(C)c(C)s1)S(=O)(=O)c1ccccc1[N+](=O)[O-]
-1.1	COC(=O)[C@]12CCCCC=C1N(Cc1ccc(OC)cc1)C(=O)[C@@H]2CC(=O)N1CCCC1
2.2	CCn1c(=O)n(CC(=O)N2CCOCC2)c(=O)c2ccccc21
-6.1	O=C(Nc1ccc(Cl)c(Cl)c1)C1CCCN1S(=O)(=O)c1cccc2cccnc12 (configuration not stated)
0.0	O=S1(=O)c2c(cccc2N2CCC[C@@H]2CO)O[C@H]2CCN1C2
-1.2	CCOC(=O)[C@]12CCCC=C1N(CCCOC)C(=O)[C@@H]2CC(=O)NCC12CC3CC(CC(C3)C1)C2

# The listing (from the top)
PI4K2A block	structure
-1.2	CCN(C[C@H]1[C@@H](c2ccc(C3=CCCC3)cc2)[C@H](CO)N1c1nc(C)c(C)s1)S(=O)(=O)c1ccccc1[N+](=O)[O-]
-1.1	COC(=O)[C@]12CCCCC=C1N(Cc1ccc(OC)cc1)C(=O)[C@@H]2CC(=O)N1CCCC1
2.2	CCn1c(=O)n(CC(=O)N2CCOCC2)c(=O)c2ccccc21
-6.1	O=C(Nc1ccc(Cl)c(Cl)c1)C1CCCN1S(=O)(=O)c1cccc2cccnc12 (configuration not stated)
0.0	O=S1(=O)c2c(cccc2N2CCC[C@@H]2CO)O[C@H]2CCN1C2
-1.2	CCOC(=O)[C@]12CCCC=C1N(CCCOC)C(=O)[C@@H]2CC(=O)NCC12CC3CC(CC(C3)C1)C2
-0.4	CC(C)CN1CN2CCc3ccccc3C2CS1(=O)=O (configuration not stated)
-1.0	C[C@@H]1CCN(C(=O)[C@H](CCCN=C(N)N)NS(=O)(=O)c2cccc3c2NC[C@H](C)C3)[C@@H](C(=O)O)C1
1.1	COc1ccc(CCN(Cc2cccs2)S(=O)(=O)c2ccc(F)cc2)cc1OC
0.9	O=C(C1CCCO1)N1CCN(C2=Nc3ccccc3Sc3ccccc32)CC1 (configuration not stated)
2.0	Cc1ccc(-c2nnc3n2N=C(c2ccc4ccccc4c2)CS3)cc1
0.4	O=C(NCCc1c[nH]c2ccccc12)OCc1cn(Cc2cccc(F)c2F)nn1
-6.1	COc1ccc(S[C@]2(C(=O)N3CCCC3)CC(=O)N(P(=O)(OC)OC)[C@@H]2c2ccc(OC)cc2)cc1
-4.6	O=C(Nc1nc2c(Br)cccc2s1)c1ccc2c(c1)OCCO2
4.6	C#CCNC(=O)C[C@H]1C[C@@]2(C(=O)OC)C(=C[C@H](C(C)(C)C)O[C@@H]2C)N(Cc2ccc(Cl)cc2Cl)C1=O
-0.4	COc1ccc(-c2c(Cc3ccccc3)nc(NC(=O)c3ccccc3)n2Cc2ccc(OC)cc2OC)cc1
-3.9	O=C(CCc1ccccc1)N[C@H]1[C@@H](OC(=O)c2cnccn2)CCC[C@@]12C(=O)N(Cc1ccccc1)c1ccccc12
-1.6	COC(=O)C[C@H]1CC[C@@H]2[C@@H](COc3ccc(NC(=O)c4ccno4)cc3C(=O)N2C)O1
-0.1	Cc1ccc(OCCCOc2ccc(Cl)cc2Cl)c([N+](=O)[O-])n1
-2.3	CCCCNC(=O)OCCCN1CCC2(CCC(c3ccccc3)CC2)C1 (configuration not stated)
0.1	CCCCN1C[C@@H](COCc2ccccc2)Oc2cccc(F)c2S1(=O)=O
-3.7	O=C([C@@H]1C[C@H]1c1ccccc1)N1CC[C@H]2[C@H](CCCN2Cc2ccccc2)C1
-2.8	COC(=O)[C@]12C[C@H](CC(=O)NCc3ccc(OC)c(OC)c3)C(=O)N(Cc3ccc4c(c3)OCO4)C1=C[C@H](C(C)C)O[C@@H]2C1CC1
-4.5	COCCNC(=O)C[C@H]1CC[C@H]2[C@@H](COc3ccc(NS(=O)(=O)c4ccc(Cl)cc4)cc3C(=O)N2C)O1
2.5	Cc1ccsc1S(=O)(=O)n1c(CN2CCOCC2)nc2ccccc21

# Pulled by compound from the entries so far:
PI4K2A block	structure
-4.5	COCCNC(=O)C[C@H]1CC[C@H]2[C@@H](COc3ccc(NS(=O)(=O)c4ccc(Cl)cc4)cc3C(=O)N2C)O1
-1.2	CCN(C[C@H]1[C@@H](c2ccc(C3=CCCC3)cc2)[C@H](CO)N1c1nc(C)c(C)s1)S(=O)(=O)c1ccccc1[N+](=O)[O-]
-2.8	COC(=O)[C@]12C[C@H](CC(=O)NCc3ccc(OC)c(OC)c3)C(=O)N(Cc3ccc4c(c3)OCO4)C1=C[C@H](C(C)C)O[C@@H]2C1CC1
1.1	COc1ccc(CCN(Cc2cccs2)S(=O)(=O)c2ccc(F)cc2)cc1OC
-6.1	COc1ccc(S[C@]2(C(=O)N3CCCC3)CC(=O)N(P(=O)(OC)OC)[C@@H]2c2ccc(OC)cc2)cc1
-1.6	COC(=O)C[C@H]1CC[C@@H]2[C@@H](COc3ccc(NC(=O)c4ccno4)cc3C(=O)N2C)O1

# The listing continues.
PI4K2A block	structure
-3.4	C[C@H]1[C@@H](OC(=O)N2CCN(c3ccccc3)CC2)CC[C@@]23CCCN2C(=O)CCC[C@@H]13
0.3	O=C(COCc1ccccc1)N1CC[C@H]2[C@H](CCCN2Cc2ccccc2)C1
2.7	COC(=O)CN(Cc1cn(Cc2ccccc2)nn1)S(=O)(=O)c1ccccc1Br
-5.1	COc1ccc(C(C(=O)N(C)C2CCCC2)N(Cc2ccc(F)cc2)C(=O)c2sccc2Cl)cc1OC (configuration not stated)
-8.6	COC(=O)[C@]12C[C@H](CC(=O)N3CCN(C(=O)C4CC4)CC3)C(=O)N(CCc3ccc(OC)c(OC)c3)C1=C[C@H](C(C)C)O[C@@H]2C1CC1
-1.4	CC(C)CSc1nnc(-c2ccco2)n1C
-3.1	CCOc1cccc(/C=N\NC(=O)c2cnccn2)c1O
-4.2	COc1cccc(N2CCN(C(=O)CSc3nc4ncccc4[nH]3)CC2)c1
-5.6	CC(C)[C@H](NC(=O)OC(C)(C)C)C(=O)N1CCC(Oc2cccnc2)CC1
-1.3	COc1cc2c(cc1NC(=O)CSc1nnc(-c3cnccn3)n1-c1ccc(C)cc1)oc1ccccc12
-1.0	COC(=O)[C@]12CCCCC=C1N(Cc1ccc(OC)cc1)C(=O)[C@@H]2CC(=O)N1CCN(C(=O)C2CC2)CC1
-1.2	COc1ccc(Cn2c(NC(=O)c3ccccc3)nc(Cc3ccccc3)c2Cc2ccccc2)cc1
-6.7	CCn1c(SCc2c(F)cccc2F)nc2sc3c(c2c1=O)CCCC3
-3.9	C=C(C)CSc1nc2sc(C)c(C)c2c(=O)n1C
-3.2	COC(=O)[C@]12C[C@H](CC(=O)NCCC(C)C)C(=O)N(Cc3ccccc3)C1=C[C@H](COCc1ccccc1)O[C@@H]2C
4.2	CC(NCc1ccco1)C(=O)N1CCOCC1 (configuration not stated)
-2.3	CCCCN=C(N)NC(=O)c1ccccc1
-6.3	Cc1nc(N2CCN(C(=O)COc3ccccc3C)CC2)c2c3c(sc2n1)CCCC3
-1.9	COC(=O)[C@@]12CCCCC3=C1N(CCC3)C(=O)[C@H]2CC(=O)N1CCOCC1
-4.9	CCOC(=O)N1CCN(C(=O)C[C@H]2C[C@@]3(C(=O)OC)C(=C[C@H](C(C)(C)C)O[C@@H]3C)N(Cc3ccco3)C2=O)CC1
-0.2	COC(=O)CSc1nnc(-c2cc(-c3ccccc3)n[nH]2)n1N
4.0	CCN(CC)c1c2c(nc3ncnn13)CCCC2
-5.6	COc1ccccc1C(=O)n1ccc2ccc(-c3ccc4ccn(Cc5ccc(C#N)cc5)c4c3)cc21
-1.3	C=CCN1C(=O)[C@@H](CC(=O)N2CCN(C(=O)C3CC3)CC2)[C@]2(C(=O)OCC)CCCCC/C=C/12
3.1	CCOc1ccc(-n2c(SCc3cccc4ccccc34)nnc2-c2ccc(C)cc2)cc1
-2.4	C=CCn1c(COc2ccc(C)cc2)nnc1SCc1ccc([N+](=O)[O-])cc1
5.5	COC(=O)[C@]1(C#N)CC(=O)N(Cc2ccc(Cl)cc2)[C@@H]1c1ccc(OC)cc1
-2.0	COC(=O)[C@]12C[C@H](CC(=O)NCc3ccccc3)C(=O)N(Cc3ccco3)C1=C[C@H](C(C)C)O[C@@H]2C1CC1
-2.5	CCN(CC)C(=O)O[C@H]1CC[C@@]23CCCN2C(=O)CCC[C@H]3C1
-0.9	COC(=O)[C@]12C[C@H](CC(=O)N3CCCCC3)C(=O)N(Cc3ccco3)C1=C[C@H](C(C)C)O[C@@H]2C1CC1
-3.7	COC(=O)C1CN(Cc2cn(CCC3OCCO3)nn2)CCS(=O)(=O)N1Cc1ccc(Cl)cc1 (configuration not stated)
1.1	COC(=O)C[C@@H]1CC[C@H]2[C@@H](COc3ccc(NC(=O)c4cc(C)on4)cc3C(=O)N2C)O1
-5.0	Clc1ccc(-n2c(SC/C=C/c3ccccc3)nnc2-c2ccco2)cc1
4.0	O=C1CCC[C@H]2C[C@H](NCc3cccc(F)c3)CC[C@]23CCCN13
-8.2	COc1ccc(C2C(C(=O)Nc3ccc(F)cc3)CCC(=O)N2c2ccc(OC)cc2)cc1 (configuration not stated)
0.4	CCCCCCCCN1C(=O)[C@@H](CC(=O)NCCc2ccccc2OC)C[C@@]2(C(=O)OC)C1=C[C@H](C(C)C)O[C@@H]2C1CC1
-1.7	CC(=O)O[C@@H]1C(=O)O[C@@H]2[C@H]1OC(=O)[C@@H]2OC(C)=O
-1.9	CC(C)N1CCCCC(NC(=O)c2cccs2)C1=O (configuration not stated)
1.4	COC(=O)[C@]12C[C@H](CC(=O)NCCCCc3ccccc3)C(=O)N(Cc3ccco3)C1=C[C@H](C1CCCC1)O[C@@H]2C
-0.7	Cc1ccc(-c2nnc3n2N=C(c2ccc(-c4ccccc4)cc2)CS3)cc1
0.6	O=C(Nc1ccccc1)Nc1nc2ncccn2c1-c1ccc(C(F)(F)F)cc1
-3.5	Cc1nc2sc(C(=O)NCc3ccc4c(c3)OCO4)c(N)c2c(C)c1Cl
2.7	CC(C)(C)OC(=O)N1CCC(c2ccc[nH]2)(c2c[nH]c3ccccc23)CC1
-0.9	CC(=O)c1cc(-c2ccccc2)n(CC(=O)NCc2ccc(Cl)cc2)c1C
3.0	N=c1c2c(-c3ccccc3)c(-c3ccccc3)n(CCc3ccccc3)c2ncn1C1CCC(O)CC1 (configuration not stated)
2.3	COc1ccc(CNC(=O)C2CCCN(c3nc4ccccc4o3)C2)cc1 (configuration not stated)
0.5	COC(=O)[C@@]12CCCCC=C1N(CCc1ccc(Cl)cc1)C(=O)[C@H]2CC(=O)NCCC(C)C
-3.2	CN(CCO)c1ccc2c(c1)Oc1ccccc1CN(Cc1cn(Cc3ccc(F)cc3)nn1)S2(=O)=O
-5.7	Cn1cccc1C(=O)N1CCN(S(=O)(=O)c2ccc(Cl)s2)CC1
-0.2	CC(=O)CC[C@@H]1CC[C@]2(CCCN(C(=O)C3CCCCC3)C2)O1

# New compounds follow:
PI4K2A block	structure
-13.8	COc1ccc2[nH]cc(C(C)c3c[nH]c4ccccc34)c2c1 (configuration not stated)
13.9	CC1COCC(C)N1S(=O)(=O)c1ccc2c(c1)CCN2C(=O)C1CCC1 (configuration not stated)
-8.0	C=CCN1C(C(=O)OC)CN(Cc2cn(Cc3ccc(Cl)cc3)nn2)CCS1(=O)=O (configuration not stated)
0.8	O=C(CSc1nc2c(c(=O)[nH]1)CCCC2)N1CCOCC1
0.7	COC(=O)[C@]12C[C@H](CC(=O)N3CCCC3)C(=O)N(CCc3ccc(OC)c(OC)c3)C1=C[C@H](C(C)C)O[C@@H]2C1CC1
1.9	OC[C@@H]1CC[C@@H]2O[C@H](CCc3ccc(-c4ccc(F)cc4)cc3)[C@@H](n3cc(C4CC4)nn3)C[C@@H]2O1
-3.5	O=c1c2c(n3nnnc3n1Cc1ccc(Cl)cc1)-c1ccccc1CC21CCCC1
-3.1	O=C(NCCc1ccccc1)OCc1cn(-c2c(F)cccc2F)nn1
-1.6	COc1ccc(CNC2CCC23CCC(C)CC3)cc1 (configuration not stated)
0.3	O=C(NC1CCCCN(Cc2cccc(C(F)(F)F)c2)C1=O)c1cccc(C(F)(F)F)c1 (configuration not stated)
4.4	COC(=O)[C@]12C[C@H](CC(=O)N3CCOCC3)C(=O)N(Cc3cccc4ccccc34)C1=C[C@H](C1CCCC1)O[C@@H]2C
2.3	CCOC(=O)[C@]12CCCC=C1N(Cc1ccc(OC)cc1)C(=O)[C@@H]2CC(=O)NCc1ccccc1
1.5	CCCCNC(=O)C[C@H]1C[C@@]2(C(=O)OC)C(=C[C@H](COCc3ccccc3)O[C@@H]2C)N(Cc2ccco2)C1=O
0.3	CC(C)CN(CC(C)C)C(=O)c1ccc2c(c1)NC(=O)C(C)(C)O2
-2.8	COC(=O)[C@]12C=CCN1[C@@H](c1ccc(OC)c(OC)c1)c1c(c3ccccc3n1S(=O)(=O)c1ccc(C)cc1)C2
2.8	Cc1cccc(C)c1NC(=O)c1ccc(N)cc1
-1.1	O=S1(=O)C=CCN1Cc1cn(Cc2ccc(C(F)(F)F)cc2)nn1
3.1	C[C@@H](O)[C@H]1C(=O)N2C(C(=O)O)=C([C@H]3CCCO3)S[C@H]12
-0.3	C[C@@H](c1ncncc1F)C(O)(Cn1cncn1)c1ccc(F)cc1F (some centres not stated)
-3.6	O=C(NCC(c1ccccc1)c1ccccc1)[C@H](Cc1c[nH]c2ccccc12)NC1(C(=O)NC2CCCCC2)CCC1
1.7	CC1CCC2(CC1)CCC2NCc1ccc(Cl)c(Cl)c1 (configuration not stated)
0.9	CN1C(c2ccccc2)CC2CN(c3ccccc3)C(=O)C21 (configuration not stated)
0.1	Cc1cccc(C(=O)Nc2nc3ncccn3c2-c2ccccc2)c1
-3.5	CCn1c(SCC(=O)Nc2ccc(C(=O)OC)cc2)nnc1-c1cccc(Cl)c1
-3.7	CCCCNC(=O)O[C@H]1CC[C@@]23CCCN2C(=O)CCC[C@H]3[C@H]1C
-2.8	Cc1nc(SCC(N)=O)[nH]c(=O)c1C
1.2	CCn1c(Cc2cccs2)nnc1SCC(=O)Nc1cccc2ccccc12
-1.9	CCOC(=O)[C@@]12CCCC=C1N(CCc1ccc(Cl)cc1)C(=O)[C@H]2CC(=O)N1CCC(c2ccccc2)CC1
-2.6	CCCCNC(=O)C1(C(=O)c2ccc(OC)cc2)CC(c2ccccc2C(F)(F)F)=NO1 (configuration not stated)
